Bioassay records deposited in PubChem by National Center for Advancing Translational Sciences (NCATS).
GoLoco inh red: blocks human Gai1 binding to RGS12 GoLoco peptide, red readout; Potency, µM (doses to about 61.6 µM), inactives show at the top dose activity, negative = inhibition, actives largely listed as inhibitors; AID 880; Gai1:RGS12 GoLoco peptide FP, rhodamine, 10 min; actives 0.44% (n = 230,000); P63096; active means well fitted inhibition curve with a large enough effect, not every such curve was filed as active; inactive means no such curve, though single readings can be large or run the other way; further: nearly all actives have a fitted effect of over 30% in size; many of its hits are not listed in these tables
TRb-SRC2 inh: inhibitors of human thyroid hormone receptor beta-SRC2 interaction. AID 1469. actives 0.065% (n = 280,000). TRbeta-SRC2 peptide binding, fluorescence polarization; receptor liganded with 1 µM T3. Potency, µM (series often up to 106 µM), for inactives: top-dose activity change, negative = inhibition, actives largely listed as inhibitors. P10828;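 further: plate controls were bound peptide for no effect and peptide without receptor for full effect; nearly all actives have a fitted effect of over 50% in size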
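Human TRb ligand-binding domain (0.6 uM) is mixed with 20 nM Texas Red SRC2 peptide and 1 uM T3; after compound addition and 5 hr at ambient temperature, polarization is measured and normalized to unbound and bound controls.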
RECQ1 inh: blocks DNA unwinding by human RECQ1 | P46063 | RECQ1 DNA unwinding, red fluorescence kinetic read | Potency, µM (highest dose often 57.3 µM), for the others: at the top dose activity, negative = inhibition, usual class: inhibitors | actives 0.54% (n = 240,000);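 further: plate controls were vehicle for no effect and no enzyme for full effect; nearly all actives have a fitted effect of over 30% in size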
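50 nM RECQ1T1 preincubated 15 min with compound in Tris pH 8.0 buffer with MgCl2, DTT, Tween-20 and 2.5 ug/ml poly(dI-dC); started with 200 nM TAMRA/BHQ-2 forked duplex and 2 mM ATP. Unwinding read as fluorescence (525/598 nm), two reads 2 h apart.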
TexasRed fluor: alters Texas Red total fluorescence, flagging assay interference; TRb/SRC2 Texas Red total fluorescence interference; Potency, µM (highest dose often 106 µM), without a hit: at the highest dose fluorescence change, negative = quenching; actives 0.29% (n = 280,000); active means well fitted curve in either direction with a large enough effect; inconclusive means small, poorly fitted or top-dose-only effect
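Human TRb ligand-binding domain at 0.6 uM with 20 nM Texas Red SRC2 peptide in Tris buffer containing 1 uM T3 and 5% DMSO, incubated with compound 5 h at ambient temperature. Total fluorescence (555/632 nm) calculated as parallel + 2 × perpendicular.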
L3MBTL1 block: L3MBTL1 (human) inhibition | Potency, µM (top dose mostly 57.1 µM), for the others: top-dose activity, negative = inhibition, hits mostly inhibitors | Q9Y468 | actives 0.66% (n = 230,000) | AlphaScreen L3MBTL1–H3K9me1 peptide binding | AID 485360; further: nearly all actives have a fitted effect of over 60% in size
Target sequence (Q9Y468 whole entry, looked up): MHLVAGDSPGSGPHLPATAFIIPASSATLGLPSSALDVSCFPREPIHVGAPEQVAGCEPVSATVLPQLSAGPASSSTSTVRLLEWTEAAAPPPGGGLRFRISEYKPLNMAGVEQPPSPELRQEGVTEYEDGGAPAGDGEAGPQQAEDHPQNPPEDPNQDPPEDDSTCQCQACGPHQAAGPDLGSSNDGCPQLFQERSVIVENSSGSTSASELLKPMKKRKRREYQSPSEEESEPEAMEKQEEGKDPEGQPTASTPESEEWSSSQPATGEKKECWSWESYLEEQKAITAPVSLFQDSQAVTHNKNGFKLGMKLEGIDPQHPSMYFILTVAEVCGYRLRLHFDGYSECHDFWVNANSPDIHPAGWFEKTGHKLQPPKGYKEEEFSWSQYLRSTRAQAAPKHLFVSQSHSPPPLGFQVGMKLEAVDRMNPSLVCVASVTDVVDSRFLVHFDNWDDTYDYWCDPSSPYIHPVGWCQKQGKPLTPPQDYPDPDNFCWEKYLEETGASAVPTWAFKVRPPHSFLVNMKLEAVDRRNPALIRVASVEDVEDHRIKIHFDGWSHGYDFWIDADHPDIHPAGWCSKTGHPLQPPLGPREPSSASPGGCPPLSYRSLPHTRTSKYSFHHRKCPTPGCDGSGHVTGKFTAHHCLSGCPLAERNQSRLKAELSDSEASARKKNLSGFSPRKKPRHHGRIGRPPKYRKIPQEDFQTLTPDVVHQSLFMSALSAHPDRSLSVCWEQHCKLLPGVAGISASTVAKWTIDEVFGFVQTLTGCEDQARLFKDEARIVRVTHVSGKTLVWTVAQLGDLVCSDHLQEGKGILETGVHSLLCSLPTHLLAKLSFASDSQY
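AlphaScreen assay: L3MBTL1 (50 nM final) was preincubated 30 min at room temperature with biotinylated H3(1-15)K9me1 peptide (75 nM final), then 30 min with library compounds; streptavidin donor and nickel chelate acceptor beads (10 ug/mL final) added, 30 min dark.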
KDM4E inh: blocks human JMJD2E demethylase activity | actives 1.6% (n = 230,000) | AID 2147 | Potency, µM (titrated, usually from 57.1 µM), for inactives: top-dose activity change, negative = inhibition, most hits filed as inhibitors | JMJD2E catalytic domain, FDH-coupled NADH fluorescence (FDH is formaldehyde dehydrogenase); active means well fitted inhibition curve with a large enough effect, not every such curve was filed as active; inconclusive means small, poorly fitted or top-dose-only effect, or another doubt; inactive means no such curve, though single readings can be large or run the other way;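 further: 0% = wells with enzyme and -100% = buffer wells without enzyme; nearly all actives have a fitted effect of over 50% in size; many of its hits are not listed in these tables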
Tau fibril FP: inhibitors of human tau fibril formation; actives 0.39% (n = 280,000); K18 P301L tau heparin fibrillization, Alexa594 FP, 6 h; P10636; Potency, µM (titrated, usually from 57.7 µM), inactives show at the highest dose activity, negative = inhibition, actives largely listed as inhibitors; further: nearly all actives have a fitted effect of over 55% in size
Target sequence (P10636 561-689 P618L limits assumed): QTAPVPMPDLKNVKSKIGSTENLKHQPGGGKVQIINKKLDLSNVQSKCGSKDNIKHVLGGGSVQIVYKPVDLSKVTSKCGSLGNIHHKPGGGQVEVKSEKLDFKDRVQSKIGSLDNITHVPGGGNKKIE
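Recombinant K18 P301L […], labeled with Alexa 594 at 0.24 uM over 15 uM unlabeled; heparin inducer 20 uM final; 37 C, 6 hr; FP endpoint.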
Tau ThT inhib: inhibitors of human tau fibril formation, thioflavin T binding. P10636. recombinant tau K18 P301L (four-repeat tau fragment), heparin-induced fibrillization, ThT fluorescence. Potency, µM (doses to about 57.4 µM), for inactives: top-dose activity, negative = inhibition, usual class: inhibitors. actives 2.1% (n = 270,000). AID 1460; further: nearly all actives have a fitted effect of over 55% in size
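Aggregation was driven by heparin (20 uM final) acting on recombinant tau […] bearing P301L in 100 mM sodium acetate pH 7; fibrils were detected with Thioflavin T.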
The depositor's hits bear a star; i = inactive; ? = inconclusive; / = no result given; & = joins results of further samples; [ ] = remark or other dose. Unless noted, the call rests on the fitted dose curve; in most records, active means well fitted curve in the direction sought with a large enough effect; inconclusive means small, poorly fitted or top-dose-only effect, or another doubt; inactive means no such curve, though single readings can be large; an effect the other way counts as inactive or inconclusive. Unless noted, on the % scale 0 is the no-effect control and ±100 the full control effect; potency means the concentration at half of the fitted maximal effect.

SMILES	GoLoco inh red	TRb-SRC2 inh	RECQ1 inh	TexasRed fluor	L3MBTL1 block	KDM4E inh	Tau fibril FP	Tau ThT inhib
COc1ccc(N/C=C/C(=O)C(C)(C)C)cc1	-0.7%	-13.6%	-5.3%	-2.3%	-9.5%	-10.1%	-3.2%	-9.1%
CCOCCCNC(=S)N1CCCN(c2nc3c(C)c(C)ccc3cc2C#N)CC1	-31.4%	1.2%	i	1.5%	6.2%	?	4.9%[2.34 µM]	-4.4%
Cc1cccc(NC(=O)CN2C(=O)c3ccccc3C2=O)c1C	6.6%	5.7%	i	-1.0%	/	7.7%	2.8%	-3.2%
Cc1cccc(CNC(=O)c2ccc3oc(=O)n(Cc4ccccc4)c3c2)c1	/	7.5%	/	0.9%	/	/	-5.0%	-1.0%
CCNc1nc(SCC(=O)OC)nc(N(C)C)n1	-1.1%	-5.7%	4.7%	-3.2%	-10.1%	2.8%	-6.3%	-0.6%
NC(=O)c1ccccc1NC(=O)Cn1nc(Cc2cccnc2)c2ccccc2c1=O	/	-6.8%	/	-0.2%	/	/	-9.0%	3.7%
CC(C)N(C(=O)CSc1nnc(-c2cc3ccccc3cc2O)n1Cc1ccco1)C(C)C	-14.3%	0.7%	-15.6%	-0.1%	-11.6%	-2.8%	-3.3%	?
O=C1c2ccccc2N2C(=O)c3ccccc3C2N1Cc1ccco1 (centres undefined)	-5.4%	-2.4%	-4.7%	-0.7%	-7.5%	-23.9%	-4.0%	-10.8%
COc1ccc(-c2nc3cc(C(C)C)ccc3o2)cc1NC(=O)c1ccc(C)c(Cl)c1	/	4.4%	/	4.6%	/	/	-4.6%	3.2%
O=C(/C=C\c1cn(-c2ccccc2)nc1-c1ccc2c(c1)OCCO2)N1CCOCC1	12.9%	8.5%	8.5%	-3.1%	-9.5%	?	8.8%	-8.9%
CCN1CCN(c2nnc(-n3cccc3C(=O)Nc3cccc(OC)c3)s2)CC1	/	2.3%	/	-0.6%	/	/	-2.1%	-1.3%
O=C1CC(c2ccccc2Br)c2cc3c(cc2N1)CCC3 (centres undefined)	-5.3%	-3.8%	-2.4%	0.1%	-1.6%	-11.2%	-5.9%	-10.3%
COC(=O)c1ccc(Nc2cc(C)nc3nc(C)nn23)cc1	-14.9%	-1.0%	-6.6%	-1.3%	30.1%[activator]	9.9%	2.9%	-3.3%
CCN(CC)c1ccc(NC(=O)c2cc(C)nc3c2c(C)nn3-c2cccc(F)c2)c(C)c1	/	3.5%	/	-1.6%	/	/	?	?
CCOC(=O)c1ccc(N2Cc3cc(C)c(C)cc3C2)cc1O	3.0%	-4.0%	i	-1.3%	-9.7%	3.5%	3.3%	?
Cc1cc(NS(=O)(=O)c2ccc(NC(=S)NC(=O)c3ccc(F)cc3)cc2)no1	-7.1%	-1.1%	-4.6%	-3.4%	-0.5%	-1.3%	5.8%	-3.0%
COc1ccc(N2C(=O)CNC2=S)cc1	-7.4%	-0.7%	-10.3%	-2.4%	4.3%	5.8%	0.8%	0.8%
O=P(O)(O)CCP(=O)(c1ccccc1)c1ccccc1	-27.3%	-9.3%	3.4%	0.2%	-20.0%	2.1%	-1.1%	-5.1%
COc1ccc(OC)c(-c2cc(C(=O)Nc3c(C)nn(Cc4ccccc4C)c3C)no2)c1	10.9%	-0.5%	-3.7%	2.3%	1.0%	?	-3.7%	-14.5%
CCC(=O)NCC(c1ccco1)N1CCN(c2ccc(OC)cc2)CC1 (centres undefined)	3.2%	0.2%	i	-0.5%	-14.3%	-4.8%	7.2%	-4.4%
Cc1ccc(C)c(N(C(=O)CS(=O)CC(=O)Nc2ccc3c(c2)OCO3)C(C)C(=O)NC2CCCC2)c1 (centres undefined)	-1.6%	2.7%	-6.5%	2.7%	-6.7%	-1.8%	6.6%	-7.9%
CS(=O)(=O)N(Cc1ccc(C(=O)NC2CCCC2)cc1)c1ccccc1	-8.8%	5.4%	10.9%	-1.0%	-20.0%	-3.9%	-3.0%	-4.4%
Cc1ccc(NC(=O)c2sc3nc(-c4cc5ccccc5oc4=O)[nH]c(=O)c3c2C)c(C)c1	/	1.7%	/	-28.9%	/	/	-6.7%	4.2%
COc1ccccc1NC(=O)c1c(C)cc(C)nc1SCC(=O)Nc1ccc(C)c(C)c1	/	-0.7%	/	2.7%	/	/	-2.0%	-4.2%
O=C1c2ccccc2C(O)(Cc2ccccc2)N1Cc1ccco1 (centres undefined)	-11.7%	3.1%	i	2.4%	-18.2%	4.7%	7.9%	-11.6%
COc1ccc(C(=O)Nc2cc(=O)[nH]c3ncnn23)cc1	9.4%	-0.3%	-6.9%	0.3%	-0.6%	0.6%	-1.3%	-3.8%
CCOC(=O)C(C)Sc1nc(-c2ccccc2)nc2ccccc12 (centres undefined)	16.0%	5.8%	-13.5%	-8.9%	111.8%[activator]	-7.7%	?	-13.0%
CCOC(=O)c1c2ccc(OCC(=O)N/N=C/c3ccccc3C(F)(F)F)cc2n2ccccc12	1.7%	-0.1%	i	0.3%	-3.3%	?	8.3%	-10.4%
CC(OC(=O)c1cccnc1Cl)C(=O)Nc1ccc2c(c1)OCCO2 (centres undefined)	4.1%	-4.1%	-9.1%	-0.8%	3.1%	12.7%	0.3%	-0.6%
COc1ccc(CNC(=O)Cn2c(=O)oc3ccccc32)cc1OC	31.1%[activator]	-23.9%	i	1.5%	/	4.5%	2.0%	-1.5%

Results in TRb-SRC2 inh, for 2 of the compounds above:
Structure,TRb-SRC2 inh
O=C1c2ccccc2N2C(=O)c3ccccc3C2N1Cc1ccco1 (centres undefined),-2.4%
O=P(O)(O)CCP(=O)(c1ccccc1)c1ccccc1,-9.3%

(more compounds)
SMILES	GoLoco inh red	TRb-SRC2 inh	RECQ1 inh	TexasRed fluor	L3MBTL1 block	KDM4E inh	Tau fibril FP	Tau ThT inhib
COc1ccc(/C(C)=N/N=C(\C)c2ccc(OC)cc2OC)c(OC)c1	5.7%	-2.9%	i	-5.1%	5.6%	1.4%	?	?
CCOC(=O)c1ccc(NC(=O)CN2C(=O)C(CC)SC(CC)C2=O)cc1 (centres undefined)	1.7%	-1.4%	-15.5%	-0.8%	4.3%	-3.1%	?	-20.8%
COc1cc([N+](=O)[O-])ccc1NC(=O)C[n+]1ccccc1	5.9%	-4.9%	-1.3%	4.4%	8.6%	4.0%	1.6%	-4.8%
O=C(O)c1ccccc1C(=O)NCCc1ccc(Cl)cc1	-9.3%	2.4%	i	-3.0%	/	-1.0%	?	-6.4%
CCN1C(=O)C(Cc2nc3ccccc3c(=O)n2-c2ccc(OC)cc2)c2ccccc21 (centres undefined)	/	0.9%	/	-0.7%	/	/	3.4%	-3.3%
COCCNC(=O)CSCc1nc(-c2ccc(SC)cc2)oc1C	12.0%	-1.9%	i	-5.2%	-0.1%	?	7.5%	-4.9%
CCNc1c(C(=O)O)ccc2c1C(=O)c1ccccc1C2=O	26.0%	10.5%	-17.0%	-0.7%	-5.9%	-1.5%	5.7%	?
O=C(NNS(=O)(=O)c1ccc(F)cc1)c1cnccn1	5.2%	6.9%	12.2%	-2.5%	-3.4%	?	-6.0%	10.3%
COCCN1C(=O)N[C@@H](c2ccccc2)C(C(=O)OC)=C1C	2.4%&-4.9%	2.6%&1.6%	1.2%&-14.7%	-0.9%&-0.7%	2.1%	7.6%&6.7%	3.8%&5.8%	1.8%&-7.3%
C/C(N)=C(/C#N)C(=O)CSc1cc(Cl)ccc1Cl	3.5%	9.7%	-2.4%	0.0%	0.5%	7.4%	-1.9%	11.6%
Cc1cccc(N2C(=O)CC(Sc3nc(C)cc(C)n3)C2=O)c1 (centres undefined)	-15.9%	-6.8%	-5.1%	-1.1%	/	4.8%	-9.7%	-12.6%
COc1ccc(CCNCc2c(C(=O)O)c(C)n(Cc3cccc(C)c3)c2C)cc1OC	/	8.6%	/	-1.2%	/	/	0.4%	1.8%
O=C(NCCc1ccccc1)C(=O)Nc1ccc([N+](=O)[O-])cc1	11.5%	3.2%	i	-0.2%	2.4%	7.1%	5.3%	?
CCOC(=O)N1CCC(Nc2c(-c3ccccc3)c(=O)c2=O)CC1	5.5%	15.0%	-6.4%	-2.3%	/	6.5%	5.1%	-21.7%
O=C(COc1ccccc1)Nc1nnc(-c2ccc3c(c2)CCCC3)o1	7.3%	-2.3%	i	-1.7%	14.0%	?	0.0%	?
Cc1ccccc1NC(=O)C1CCCN(S(=O)(=O)c2cnc[nH]2)C1 (centres undefined)	6.4%	-17.7%	-2.6%	-3.3%	3.1%	-1.9%	6.2%	-1.3%
C/C(=N\Nc1ccccn1)c1ccc(OC(F)F)cc1	11.5%	0.8%	i	-5.0%	-1.5%[11.4 µM]	-7.2%	-1.3%	?
O=C(Nc1ccc2oc(-c3ccncc3)nc2c1)c1ccccc1Cl	/	7.8%	/	-2.3%	/	/	-8.0%	-15.4%
COc1ccc(C(=O)O/N=C(\N)Cc2ccc(Cl)cc2)cc1OC	13.1%	-9.6%	-10.3%	0.6%	12.4%	-4.1%	-9.5%	-2.1%
Cc1nc(Nc2ccccc2)c2nc(-c3ccccc3)n(CCN3CCOCC3)c2n1	13.1%	-3.7%	-2.2%	-1.6%	/	?	6.3%	?
O=C(Nc1cccc(Br)c1)c1cc(-c2ccc3c(c2)OCCO3)on1	/	1.5%	/	-32.1%	/	/	?	?
COCCCNCCCCOc1cccc(Br)c1	-3.8%	1.2%	i	6.3%	9.6%	?	5.4%	5.3%
Cc1cc(NC(=O)c2ccc3c(c2)C(=O)N(C2CCCCC2)C3=O)no1	0.1%	-8.6%	-14.6%	-1.0%	-1.2%	6.0%	8.5%	1.9%
COc1ccc(NC(=O)/C=C/c2c(Cl)nc3ccccn23)cc1	21.4%	2.2%	i	-1.5%	6.8%	0.0%	7.5%	?
COc1cc(Cl)c(C)cc1NC(=O)c1cc2ccc3cccnc3c2[nH]1	/	-6.1%	/	3.6%	/	/	-12.5%	-5.9%
COc1ccc(CNC(=O)c2c(C)oc3c2C(=O)c2ccccc2C3=O)cc1	4.9%	8.3%	i	-1.5%	-0.8%	-13.1%	5.7%	?

Only part of the results is shown; rates above refer to the full screens.
